RECQ1 helicase: inhibitors of human RECQ1 DNA helicase; AID 2549; P46063; hit rate 0.54% among 240,000; Potency, µM (doses to about 57.3 µM), inactives show at the highest dose activity, negative = inhibition, actives largely listed as inhibitors; RECQ1 DNA unwinding, red fluorescence kinetic read;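 further: plate controls were vehicle for no effect and no enzyme for full effect; nearly all actives have a fitted effect of over 30% in size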
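50 nM RECQ1T1 preincubated 15 min with compound in Tris pH 8.0 buffer with MgCl2, DTT, Tween-20 and 2.5 ug/ml poly(dI-dC); started with 200 nM TAMRA/BHQ-2 forked duplex and 2 mM ATP. Unwinding read as fluorescence (525/598 nm), two reads 2 h apart.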
JMJD2E inh: inhibitors of human JMJD2E histone demethylase; B2RXH2; JMJD2E catalytic domain, FDH-coupled NADH fluorescence (FDH is formaldehyde dehydrogenase); Potency, µM (highest dose often 57.1 µM), for the others: top-dose activity change, negative = inhibition, most hits filed as inhibitors; hit rate 1.6% among 230,000; AID 2147; active means well fitted inhibition curve with a large enough effect, not every such curve was filed as active; inconclusive means small, poorly fitted or top-dose-only effect, or another doubt; inactive means no such curve, though single readings can be large or run the other way;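 further: 0% = wells with enzyme and -100% = buffer wells without enzyme; nearly all actives have a fitted effect of over 50% in size; many of its hits are not listed in these tables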
TRb-SRC2 inh: disrupts binding of human TR beta to SRC2; P10828; hit rate 0.065% among 280,000; Potency, µM (titrated, usually from 106 µM), without a hit: top-dose activity change, negative = inhibition, usual class: inhibitors; AID 1469; TRbeta-SRC2 peptide binding, fluorescence polarization; receptor liganded with 1 µM T3;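 further: plate controls were bound peptide for no effect and peptide without receptor for full effect; nearly all actives have a fitted effect of over 50% in size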
Target sequence (P10828 whole entry, looked up): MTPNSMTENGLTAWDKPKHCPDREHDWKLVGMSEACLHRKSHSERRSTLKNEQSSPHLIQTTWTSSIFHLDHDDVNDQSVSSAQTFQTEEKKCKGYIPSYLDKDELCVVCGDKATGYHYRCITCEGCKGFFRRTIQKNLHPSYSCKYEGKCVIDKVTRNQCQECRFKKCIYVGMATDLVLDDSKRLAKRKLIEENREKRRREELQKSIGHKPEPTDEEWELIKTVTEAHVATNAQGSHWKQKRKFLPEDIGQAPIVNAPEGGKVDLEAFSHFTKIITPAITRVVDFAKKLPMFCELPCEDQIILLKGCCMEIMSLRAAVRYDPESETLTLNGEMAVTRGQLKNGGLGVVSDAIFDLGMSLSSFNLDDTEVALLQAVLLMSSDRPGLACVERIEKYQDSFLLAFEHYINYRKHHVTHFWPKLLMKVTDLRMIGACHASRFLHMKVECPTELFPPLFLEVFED
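Binding of a 20-amino-acid Texas Red SRC2 peptide (20 nM) to TRb ligand-binding domain (0.6 uM) with agonist T3 at 1 uM was followed by fluorescence polarization after a 5 hr room-temperature incubation.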
L3MBTL1 block: inhibitors of human L3MBTL1. hit rate 0.66% among 230,000. AID 485360. AlphaScreen L3MBTL1–H3K9me1 peptide binding. Q9Y468. Potency, µM (doses to about 57.1 µM), inactives show at the top dose activity, negative = inhibition, usual class: inhibitors; further: nearly all actives have a fitted effect of over 60% in size
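AlphaScreen proximity signal between nickel-chelate acceptor and streptavidin donor beads (final 10 ug/mL) reports binding of 50 nM L3MBTL1 to 75 nM biotin-H3 K9me1 peptide; complex incubated with compounds 30 min at room temperature; cefsulodin titration as control.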
Tau ThT inhib: tau fibrillization inhibition (ThT binding); P10636; recombinant tau K18 P301L (four-repeat tau fragment), heparin-induced fibrillization, ThT fluorescence; Potency, µM (doses to about 57.4 µM), without a hit: top-dose activity, negative = inhibition, hits mostly inhibitors; hit rate 2.1% among 270,000; AID 1460; further: nearly all actives have a fitted effect of over 55% in size
Target sequence (P10636 561-689 P618L limits assumed): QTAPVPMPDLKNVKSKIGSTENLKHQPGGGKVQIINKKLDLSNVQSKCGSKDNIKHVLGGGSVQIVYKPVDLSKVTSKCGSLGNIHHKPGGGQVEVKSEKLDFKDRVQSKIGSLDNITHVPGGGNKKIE
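Aggregation was driven by heparin (20 uM final) acting on recombinant tau […] bearing P301L in 100 mM sodium acetate pH 7; fibrils were detected with Thioflavin T.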
RGS12 GoLoco inh: RGS12 GoLoco-Gai1 interaction inhibition | AID 880 | Potency, µM (highest dose often 61.6 µM), inactives show top-dose activity, negative = inhibition, hits mostly inhibitors | Gai1:RGS12 GoLoco peptide FP, rhodamine, 10 min | hit rate 0.44% among 230,000 | P63096; active means well fitted inhibition curve with a large enough effect, not every such curve was filed as active; inactive means no such curve, though single readings can be large or run the other way; further: nearly all actives have a fitted effect of over 30% in size; many of its hits are not listed in these tables
Target sequence (P63096 whole entry, looked up): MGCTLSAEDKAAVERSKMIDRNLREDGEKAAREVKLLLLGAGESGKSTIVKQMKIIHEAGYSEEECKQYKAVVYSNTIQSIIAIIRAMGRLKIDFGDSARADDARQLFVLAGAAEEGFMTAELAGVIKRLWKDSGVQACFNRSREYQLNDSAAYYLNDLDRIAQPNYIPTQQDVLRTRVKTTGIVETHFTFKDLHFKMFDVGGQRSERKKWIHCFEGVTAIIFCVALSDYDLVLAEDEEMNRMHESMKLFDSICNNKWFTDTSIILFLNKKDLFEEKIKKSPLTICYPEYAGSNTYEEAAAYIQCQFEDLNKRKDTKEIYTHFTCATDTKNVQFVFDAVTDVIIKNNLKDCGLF
Tau FP inhib: tau fibrillization inhibition (FP); K18 P301L tau heparin fibrillization, Alexa594 FP, 6 h; hit rate 0.39% among 280,000; Potency, µM (titrated, usually from 57.7 µM), inactives show at the top dose activity, negative = inhibition, actives largely listed as inhibitors; AID 1468; further: nearly all actives have a fitted effect of over 55% in size
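FP of Alexa 594-tau after heparin (20 uM) induction. Substrate: human K18 P301L, 15 uM unlabeled, 0.24 uM labeled. Buffer 100 mM sodium acetate pH 7. 6 hr, 37 C.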
TexasRed fluor: counter-screen for TRb-SRC2 inhibitors: fluorescence interference; AID 1479; Potency, µM (series often up to 106 µM), for the others: top-dose fluorescence change, negative = quenching; hit rate 0.29% among 280,000; TRb/SRC2 Texas Red total fluorescence interference; active means well fitted curve in either direction with a large enough effect; inconclusive means small, poorly fitted or top-dose-only effect
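Human TRb ligand-binding domain at 0.6 uM with 20 nM Texas Red SRC2 peptide in Tris buffer containing 1 uM T3 and 5% DMSO, incubated with compound 5 h at ambient temperature. Total fluorescence (555/632 nm) calculated as parallel + 2 × perpendicular.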
* hit, by the source's call; i = inactive; ? = inconclusive; nt = not tested or not shown; [ ] = remark or other dose. Unless noted, the call rests on the fitted dose curve; in most records, active means well fitted curve in the direction sought with a large enough effect; inconclusive means small, poorly fitted or top-dose-only effect, or another doubt; inactive means no such curve, though single readings can be large; an effect the other way counts as inactive or inconclusive. Unless noted, on the % scale 0 is the no-effect control and ±100 the full control effect; potency means the concentration at half of the fitted maximal effect.

SMILES	RECQ1 helicase	JMJD2E inh	TRb-SRC2 inh	L3MBTL1 block	Tau ThT inhib	RGS12 GoLoco inh	Tau FP inhib	TexasRed fluor
COc1ccc(Nc2oc(/C=C/c3ccc(F)cc3)nc2C#N)cc1	nt	nt	0%	nt	-11%	nt	-1%	0%
Cc1nc(SCC(=O)NC(=O)NCCC(C)C)c2c(-c3cccs3)csc2n1	-1%	2%	-5%	-17%	0%	9%	8%	8%
O=C(/C=C\c1ccc2c(c1)OCO2)Nc1c2c(nn1-c1ccc(Cl)cc1)CSC2	-2%	-18%	1%	4%	-19%	4%	?	0%
Cc1ccc(Cn2nnc3sc4c(c3c2=O)CCC(C)C4)cc1 (centres undefined)	nt	nt	0%	nt	1%	nt	-6%	-17%
CC1CCCCN1C(=O)CSc1nc2ccsc2c(=O)n1Cc1ccccn1 (centres undefined)	i	3%	-1%	-5%	-2%	3%	?	1%
CC(=O)C1=C(O)C(=O)N(Cc2cccnc2)C1c1ccc(O)cc1 (centres undefined)	i	?	-7%	2%	-3%	3%	-1%	0%
O=C(Nc1ccc(Br)c2cccnc12)c1ccc(Cn2cc([N+](=O)[O-])cn2)o1	-5%	0%	-6%	nt	-6%	16%	-12%	-3%
Nc1nn(-c2ccccc2)c(N)c1N=Nc1ccccc1F	i	11%	-2%	-24%	4.5µM*	-7%	5%	-2%
COc1ccc(/C=N/Nc2nnc(Cc3ccccc3)c(=O)[nH]2)cc1	-7%	-10%	-7%	8%	-7%	5%	-9%	0%
COc1ccc(/C=C/C=C2\N=C(SC)SC2=O)cc1	-17%	0%	0%[53 µM]	-1%	4µM*	-5%	?	-4%[53 µM]

The closing 3 entries of the part before lead into the next:
SMILES	RECQ1 helicase	JMJD2E inh	TRb-SRC2 inh	L3MBTL1 block	Tau ThT inhib	RGS12 GoLoco inh	Tau FP inhib	TexasRed fluor
Nc1nn(-c2ccccc2)c(N)c1N=Nc1ccccc1F	i	11%	-2%	-24%	4.5µM*	-7%	5%	-2%
COc1ccc(/C=N/Nc2nnc(Cc3ccccc3)c(=O)[nH]2)cc1	-7%	-10%	-7%	8%	-7%	5%	-9%	0%
COc1ccc(/C=C/C=C2\N=C(SC)SC2=O)cc1	-17%	0%	0%[53 µM]	-1%	4µM*	-5%	?	-4%[53 µM]
COc1cccc(OCC(=O)NNC(=O)CCc2ccccc2)c1	-10%	5%	-2%	-27%	-4%	13%	2%	-3%
O=C(O)CCC(=O)N1CCc2cc(S(=O)(=O)NCc3ccc(F)cc3)ccc21	nt	nt	4%	nt	2%	nt	-1%	-30%
C/C(Nc1ccc(C)cc1)=C(/C#N)C(N)=O	-8%	-2%	-3%	nt	-7%	3%	-2%	-1%
Cc1cc(O)c2c(-c3ccccc3)cc(=O)oc2c1	-4%	7%	-10%	11%[11.4 µM]	3%	-9%	8%	-2%
Cc1ccccc1Cn1cc(CCC(=O)NCc2cccc(Br)c2)c2ccccc21	nt	nt	2%	nt	-2%	nt	9%	-3%
CC[C@H](C)[C@@H](C(=O)N1CCNCC1)n1cc([C@@H](N)CO)nn1	-3%	-12%	-12%	2%	0%	6%	19%	-1%
Cc1cc(C)n2nc(CNS(=O)(=O)c3ccccc3)nc2n1	nt	nt	-3%	nt	1%	nt	-7%	-2%
CCCc1cc2c(cc1NS(=O)(=O)c1ccc(CCNC(C)=O)cc1)OCO2	i	?	10%	-8%	-14%	-2%	1%	1%
CN(N)C(=S)Nc1ccc(Cl)cc1	i	-6%	11%	7%	-6%	-7%	3%	-1%
Cc1cc(CN(C)C(=O)CC2C(=O)NCCN2Cc2ccc(F)c(F)c2)on1 (centres undefined)	i	-8%	-7%	54%[activator]	9%	10%	15%	-8%
O=C(CN1CCC(NC(=O)c2ccc(F)cc2)CC1)NCc1ccccc1F	-11%	2%	-4%	6%	1%	6%	0%	1%
Cc1ccc(-n2c(SCC(N)=O)nnc2-c2ccc(S(=O)(=O)N3CCCCC3)cc2)c(C)c1	i	?	1%	nt	-8%	8%	9%	1%
C=CCNC(=S)NNC(=O)CC12CC3CC(CC(C3)C1)C2	9%	8%	-1%	10%	6%	7%	4%	0%
O=C(NCCOc1ccccc1-c1ccccc1)c1ccco1	i	-7%	-1%	6%	-4%	17%	-4%	-2%
Cc1cc(C)c(C(=O)CC2(O)C(=O)Nc3ccccc32)cc1C (centres undefined)	-8%	-1%	5%	nt	-13%	2%	6%	1%
O=C(CSc1ccc(Cl)cc1)Nc1ccccc1N1CCN(C(=O)c2ccccc2)CC1	-2%	-2%	6%	2%	-10%	7%	-3%	-1%
COc1ccc(CNC(=O)c2cc3c(-c4ccccc4F)nn(C)c3s2)cc1	nt	nt	0%	nt	-2%	nt	-19%	0%
CCCCN1C(=O)C(O)(c2c(C)[nH]c3ccccc23)c2ccccc21 (centres undefined)	nt	nt	-4%	nt	-12%	nt	4%	-1%
CCC(C)c1ccc(NC(=S)Nc2ccc(OC)cc2)cc1 (centres undefined)	-15%	-4%	0%	-9%	-12%	6%	?	-3%
Fc1ccc(-n2cc(-c3ccccc3)c3c(NCCc4ccccc4)ncnc32)cc1	nt	nt	-3%	nt	-9%	nt	-3%	-1%
Cc1cc(NCCCN)nc(-c2ccccc2O)n1	5%	-19%	4%	nt	-9%	5%	3%	-2%
CCOC(=O)c1c(NC(=O)CSc2nnc(C)s2)sc2c1CCCCC2	-13%	-10%	-14%	-7%	-8%	8%	?	2%
CCOc1ccc(NC(=O)N2CCOc3ccccc32)cc1	nt	nt	-8%	nt	-1%	nt	10%	-2%
CC(C)(C)OC(=O)N1Cc2ccccc2C[C@H]1C(=O)O	0%	-2%	-2%	-8%	-4%	nt	1%	-1%
COc1cccc(C(=O)Nc2c3c(nn2-c2ccccc2C)CS(=O)C3)c1OC (centres undefined)	-15%	1%	1%	nt	-9%	15%	2%	-3%
CN[C@H](CC(C)C)C(=O)N[C@H]1C(=O)N[C@@H](CC(N)=O)C(=O)N[C@H]2C(=O)N[C@H]3C(=O)N[C@H](C(=O)N[C@H](C(=O)O)c4cc(O)cc(O)c4-c4cc3ccc4O)[C@H](O)c3ccc(c(Cl)c3)Oc3cc2cc(c3O[C@@H]2O[C@H](CO)[C@@H](O)[C@H](O)[C@H]2O[C@H]2C[C@](C)(N)[C@H](O)[C@H](C)O2)Oc2ccc(cc2Cl)[C@H]1O	1%	-21%	-1%	nt	3%	16%	-5%	-4%
NC1=NC(=O)CC(C(=O)NCCc2ccccc2)S1 (centres undefined)	-5%	8%	1%	nt	-7%	-2%	4%	-1%
COC(=O)CC1C(=O)NCCN1C(=O)NC1CCCCC1 (centres undefined)	-4%	2%	1%	nt	-8%	-9%	4%	0%
COc1ccc(OC)c(NC(=O)c2cccc3c2C(=O)N(C2CCCCC2)C3)c1	nt	nt	2%	nt	-4%	nt	5%	0%
COC(=O)c1ccc(NC(=O)c2nn(C)c3c2COc2ccccc2-3)cc1	nt	nt	-3%	nt	?	nt	4%	-2%

Entries above with two or more sulfur atoms:
SMILES	RECQ1 helicase	JMJD2E inh	TRb-SRC2 inh	L3MBTL1 block	Tau ThT inhib	RGS12 GoLoco inh	Tau FP inhib	TexasRed fluor
Cc1nc(SCC(=O)NC(=O)NCCC(C)C)c2c(-c3cccs3)csc2n1	-1%	2%	-5%	-17%	0%	9%	8%	8%
CC1CCCCN1C(=O)CSc1nc2ccsc2c(=O)n1Cc1ccccn1 (centres undefined)	i	3%	-1%	-5%	-2%	3%	?	1%
COc1ccc(/C=C/C=C2\N=C(SC)SC2=O)cc1	-17%	0%	0%[53 µM]	-1%	4µM*	-5%	?	-4%[53 µM]
Cc1ccc(-n2c(SCC(N)=O)nnc2-c2ccc(S(=O)(=O)N3CCCCC3)cc2)c(C)c1	i	?	1%	nt	-8%	8%	9%	1%
CCOC(=O)c1c(NC(=O)CSc2nnc(C)s2)sc2c1CCCCC2	-13%	-10%	-14%	-7%	-8%	8%	?	2%

Next part:
SMILES	RECQ1 helicase	JMJD2E inh	TRb-SRC2 inh	L3MBTL1 block	Tau ThT inhib	RGS12 GoLoco inh	Tau FP inhib	TexasRed fluor
O=C(CCCn1c(=S)[nH]c2ccccc2c1=O)NC1CCCCC1	-7%	5%	0%	nt	-9%	8%	4%	-2%
Cc1cccc(CN2C(=O)c3ccccc3Sc3ccc(C(=O)NCCN4CCOCC4)cc32)c1	-11%	-3%	0%	-13%	-4%	8%	-3%	-3%
O=C(OCCN1C(=O)c2ccccc2C1=O)c1cc(S(=O)(=O)N2CCOCC2)ccc1Cl	-14%	2%	0%	5%	-14%	10%	-2%	1%
COc1ccc(C(c2nnnn2C2CCCC2)N2CCN(c3ccccc3)CC2)cc1 (centres undefined)	i	-12%	0%	-2%	?	8%	15%	0%
CCOC(=O)/C(C#N)=C/c1cc(C)n(-c2ccc(C)cc2)c1C	-1%	?	-10%	nt	?	2%	-9%	-1%
O=C(NCCNc1cc(Cl)ccc1[N+](=O)[O-])c1ccco1	-14%	-10%	-11%	6%	?	12%	-4%	-1%
COc1ccc2c(c1)CCc1c(C(=O)N3CC4(C)CC3CC(C)(C)C4)noc1-2 (centres undefined)	-3%	-2%	-8%	-5%	-17%	5%	2%	-2%
COC(=O)c1ccccc1NC(=O)Cn1c(=O)n(Cc2ccc(C(=O)NCc3ccc4c(c3)OCO4)cc2)c(=O)c2ccccc21	nt	nt	-3%	nt	5%	nt	-14%	4%

An excerpt (hit frequency here may not be typical).
